Screening results deposited in PubChem by National Center for Advancing Translational Sciences (NCATS).
GLS inhibitor = glutaminase GLS (human) inhibition. O94925. GLS enzymatic activity, qHTS titration. Potency, µM (highest dose often 45.5 µM), inactives show at the highest dose activity change, negative = inhibition, usual class: inhibitors. 0.21% of 410,000 active. AID 624170; further: potency means the concentration at half of the fitted maximal effect; on the % scale 0 is the no-effect control and ±100 the full control effect
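Read-out is an Amplex red fluorescence increase coupled through glutamate oxidase and HRP, measured before and after 30 min room-temperature incubation. hKGA is in 45 mM KH2PO4 (pH 8.2) with 0.02% Tween-20; glutamine added as 1mM solution.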
Pin1 inhibitor = human Pin1 inhibition. Q13526. Pin1 FP peptide displacement, HiFluor488, 10 min. Potency, µM (titrated, usually from 115 µM), for the others: at the highest dose activity, negative = inhibition, most hits filed as inhibitors. 0.009% of 390,000 active; active means well fitted inhibition curve with a large enough effect in the polarisation, with a control signal flat, not every such curve was filed as active; inconclusive means small, poorly fitted or top-dose-only effect, or effect the other way, or a change in a side signal; inactive means no such curve, though single readings can be large or run the other way; the % refers to the polarisation; further: potency means the concentration at half of the fitted maximal effect; on the % scale 0 is the no-effect control and ±100 the full control effect
Pol eta inh = DNA polymerase eta (human) inhibition | Q9Y253 | recombinant Pol eta, fluorescent DNA replication assay | Potency, µM (doses to about 114 µM), for inactives: at the highest dose activity change, negative = inhibition, most hits filed as inhibitors | 1.2% of 390,000 active | AID 588591; further: potency means the concentration at half of the fitted maximal effect; on the % scale 0 is the no-effect control and ±100 the full control effect
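Pol eta at 10 nM preincubated with compounds 15 min at room temperature; reaction started with fluorescent substrate (50 nM final) and read kinetically at 0 and 10 min.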
HP1b chromo inh = HP1-beta chromodomain-methylated histone interaction inhibition. P83916. AlphaScreen HP1-beta / biotin-H3K9me3 peptide binding. Potency, µM (series often up to 114 µM), without a hit: at the top dose activity change, negative = inhibition, actives largely listed as inhibitors. 0.56% of 390,000 active. AID 540317; further: potency means the concentration at half of the fitted maximal effect; nearly all actives have a fitted effect of over 70% in size; inactives centre near 23
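HP1-beta protein (50 nM final) preincubated 30 min at room temperature with biotinylated H3(1-18)K9me3 peptide (50 nM) in PBS pH 7.4, 0.01% Tween-20, then compound added for 30 min. AlphaScreen streptavidin donor/nickel chelate acceptor beads (10 ug/mL final), 30 min dark, luminescence read.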
JMJD2A Tudor = blocks the human JMJD2A Tudor domain; O75164; AlphaScreen JMJD2A-Tudor / H3K4me3 peptide binding; Potency, µM (highest dose often 114 µM), without a hit: at the top dose activity change, negative = inhibition, most hits filed as inhibitors; 4.4% of 390,000 active; AID 504339; further: potency means the concentration at half of the fitted maximal effect; on the % scale 0 is the no-effect control and ±100 the full control effect; nearly all actives have a fitted effect of over 50% in size
BAZ2B inh = blocks human BAZ2B | AlphaScreen BAZ2B-H3K14Ac peptide displacement | Potency, µM (top dose mostly 114 µM), for inactives: top-dose activity change, negative = inhibition, hits mostly inhibitors | 4.4% of 360,000 active | Q9UIF8; further: potency means the concentration at half of the fitted maximal effect; on the % scale 0 is the no-effect control and ±100 the full control effect; nearly all actives have a fitted effect of over 60% in size
Target sequence (Q9UIF8 whole entry, looked up): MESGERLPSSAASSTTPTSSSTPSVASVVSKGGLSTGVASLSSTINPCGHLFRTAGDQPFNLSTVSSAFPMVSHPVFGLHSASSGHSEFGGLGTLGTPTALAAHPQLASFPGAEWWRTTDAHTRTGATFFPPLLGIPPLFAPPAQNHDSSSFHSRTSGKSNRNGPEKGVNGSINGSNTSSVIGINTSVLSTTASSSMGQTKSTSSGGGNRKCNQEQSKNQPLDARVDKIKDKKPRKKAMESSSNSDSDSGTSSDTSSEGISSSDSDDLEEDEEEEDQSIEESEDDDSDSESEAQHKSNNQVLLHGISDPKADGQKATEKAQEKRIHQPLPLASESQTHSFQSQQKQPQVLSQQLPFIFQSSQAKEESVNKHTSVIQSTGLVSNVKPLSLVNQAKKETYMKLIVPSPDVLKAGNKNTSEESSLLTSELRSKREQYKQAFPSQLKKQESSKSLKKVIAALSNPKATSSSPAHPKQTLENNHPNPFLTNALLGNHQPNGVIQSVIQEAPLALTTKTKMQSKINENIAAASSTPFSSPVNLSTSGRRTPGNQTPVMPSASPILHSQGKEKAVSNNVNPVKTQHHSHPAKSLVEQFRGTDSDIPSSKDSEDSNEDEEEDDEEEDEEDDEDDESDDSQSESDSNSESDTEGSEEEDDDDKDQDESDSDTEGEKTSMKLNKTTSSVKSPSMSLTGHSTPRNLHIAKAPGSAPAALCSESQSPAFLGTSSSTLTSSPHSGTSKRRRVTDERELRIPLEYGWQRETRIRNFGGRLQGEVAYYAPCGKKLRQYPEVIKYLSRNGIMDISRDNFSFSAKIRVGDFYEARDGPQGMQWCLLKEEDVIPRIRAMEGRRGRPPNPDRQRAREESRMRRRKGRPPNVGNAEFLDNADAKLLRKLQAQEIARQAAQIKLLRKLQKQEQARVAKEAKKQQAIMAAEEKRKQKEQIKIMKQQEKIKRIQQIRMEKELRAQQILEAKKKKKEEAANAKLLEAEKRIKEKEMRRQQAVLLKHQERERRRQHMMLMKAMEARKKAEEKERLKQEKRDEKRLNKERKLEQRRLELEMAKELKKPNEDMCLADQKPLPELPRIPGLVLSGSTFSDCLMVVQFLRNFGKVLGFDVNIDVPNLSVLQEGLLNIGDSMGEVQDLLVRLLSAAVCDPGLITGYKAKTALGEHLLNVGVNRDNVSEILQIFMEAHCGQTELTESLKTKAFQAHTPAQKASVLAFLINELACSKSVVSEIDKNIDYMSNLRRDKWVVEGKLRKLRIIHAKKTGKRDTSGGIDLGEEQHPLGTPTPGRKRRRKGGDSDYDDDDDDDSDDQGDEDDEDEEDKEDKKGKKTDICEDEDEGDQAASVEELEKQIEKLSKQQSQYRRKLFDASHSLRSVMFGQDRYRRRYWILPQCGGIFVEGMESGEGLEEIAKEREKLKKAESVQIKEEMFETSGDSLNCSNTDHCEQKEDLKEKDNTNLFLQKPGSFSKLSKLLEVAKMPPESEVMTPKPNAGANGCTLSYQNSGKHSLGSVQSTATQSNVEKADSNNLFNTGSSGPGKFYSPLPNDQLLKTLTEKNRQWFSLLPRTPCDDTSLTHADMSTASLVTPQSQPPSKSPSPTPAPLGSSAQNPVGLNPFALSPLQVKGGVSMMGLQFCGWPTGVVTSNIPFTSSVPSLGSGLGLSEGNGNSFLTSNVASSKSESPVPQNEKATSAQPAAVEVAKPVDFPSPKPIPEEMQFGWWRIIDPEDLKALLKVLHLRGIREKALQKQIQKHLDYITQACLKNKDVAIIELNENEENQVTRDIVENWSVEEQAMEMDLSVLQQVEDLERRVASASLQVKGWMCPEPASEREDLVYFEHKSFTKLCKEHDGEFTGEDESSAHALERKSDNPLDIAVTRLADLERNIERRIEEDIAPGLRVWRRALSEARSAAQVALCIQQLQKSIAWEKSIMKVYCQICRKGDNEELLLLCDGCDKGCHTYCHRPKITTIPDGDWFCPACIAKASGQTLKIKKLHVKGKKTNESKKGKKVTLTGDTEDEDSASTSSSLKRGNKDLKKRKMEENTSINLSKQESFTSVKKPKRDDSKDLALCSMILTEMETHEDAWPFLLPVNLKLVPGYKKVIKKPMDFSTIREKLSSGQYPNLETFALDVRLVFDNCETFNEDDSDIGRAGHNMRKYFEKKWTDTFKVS
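In this displacement format the biotinylated H3(5-23) peptide acetylated at Lys14 serves as ligand at 50 nM, with BAZ2B at 50 nM in PBS pH 7.4 containing 0.01% Tween-20. Donor and acceptor beads are 10 ug/mL final.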
G9a block = G9a (human) methyltransferase inhibition; Potency, µM (highest dose often 102 µM), for inactives: top-dose activity, negative = inhibition, most hits filed as inhibitors; AID 504332; 8.8% of 350,000 active; Q96KQ7; G9a H3K9 monomethylation, AlphaScreen, 2 h; further: potency means the concentration at half of the fitted maximal effect; on the % scale 0 is the no-effect control and ±100 the full control effect; nearly all actives have a fitted effect of over 75% in size
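Methyltransferase reactions run at room temperature for 2 h (20 nM enzyme, 500 nM biotin-H3K9 peptide, 20 uM SAM) after a 15 min compound preincubation; product detected by AlphaScreen beads and anti-H3K9me1 antibody.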
PI4K2A inh = blocks human PI4K2A kinase activity. Q9BTU6. purified PI4K2A, ADP-Glo luminescence, 1 h; hits give low values. activity change, negative = inhibition, % at 76.9 µM. 0.13% of 420,000 active. AID 1346378; in the data active means activity change below about -50%; inconclusive means mostly about -30% to -49%;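 further: -100% = wells without enzyme as full effect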
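In this quantitative HTS, ADP production by PI4K2A was quantified luminescently after 1 h at ambient temperature; 100 microM adenosine served as plate-quality control.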
Tb PGK inh = blocks T. brucei phosphoglycerate kinase; PGK/GAPDH coupled, Kinase-Glo luminescence, 60 min; Potency, µM (series often up to 57.5 µM), for inactives: at the top dose activity change, negative = inhibition, usual class: inhibitors; 0.043% of 380,000 active; AID 602233; further: potency means the concentration at half of the fitted maximal effect; on the % scale 0 is the no-effect control and ±100 the full control effect; nearly all actives have a fitted effect of over 60% in size
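Luminescent ATP detection (Kinase-Glo Plus) follows a 60-minute room-temperature incubation, with wells lacking PGK as controls. Buffer: 100 mM TEA (pH 7.6), 5 mM MgCl2, 0.01% Tween-20. Coupling enzyme GAPDH (100 nM final) supplies unstable 1,3-BPG in-well.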
Starred values were filed as active, the others as inactive; i = inactive; ? = inconclusive; / = no result given; & = joins results of further samples; ! = not active in a repeat; [ ] = remark or other dose. Unless noted, the call rests on the fitted dose curve; in most records, active means well fitted curve in the direction sought with a large enough effect; inconclusive means small, poorly fitted or top-dose-only effect, or another doubt; inactive means no such curve, though single readings can be large; an effect the other way counts as inactive or inconclusive. Only part of the results is shown. The share of hits here may be higher or lower than overall.

SMILES	HP1b chromo inh	Pol eta inh	BAZ2B inh	PI4K2A inh	JMJD2A Tudor	Pin1 inhibitor	G9a block	Tb PGK inh	GLS inhibitor
Cc1cccc(CN2CCN(CC(=O)NCCc3ccc(Cl)cc3)C2=O)c1	7%	-15%	-4%	3	-18%	2%	1%[59 µM]	-2%	-4%
COc1cccc(CCc2nnc(CCC(=O)N(C)C3CC(C)(C)NC(C)(C)C3)o2)c1	34%	4%	-3%	-3	-5%	-8%	-9%	-6%	-4%
CC(C)Oc1ccc(C(=O)NCc2cccnc2)cc1	7%	8%	10%	3	-3%	-7%	-12%[59 µM]	-4%	7%
COc1ccc(/C=N/NC2=NS(=O)(=O)c3ccccc32)cc1OC(C)=O	30%	-19%	-2%	6	?	-1%	15%	3%	5%
COc1ccc(NC(=O)CN2CCC(C(=O)c3ccc(F)cc3)CC2)c(OC)c1	42%[activator]	-28%	-21%	-2	-25%	-2%	5%[59 µM]	3%	-6%
CC(=O)Nc1ccc(-c2cc(C(=O)O)c3cc4ccccc4cc3n2)cc1	/	0%	/	2	/	/	/	-11%	3%
O=C(N/N=C/c1c(F)cccc1Cl)c1cc(C2CC2)[nH]n1	39%	-3%	-6%[57.1 µM]	-7	-5%	-1%	11%	1%	9%
CN(Cc1ccccc1)C(=O)c1cccc(NC(=O)Cc2ccc(NC(=O)C3CCN(C(=O)C4CCC4)CC3)cc2)c1	24%	-24%	/	-3	-3%	24%	/	-4%	-1%
Nc1nc(N)nc(-c2ccc(Cl)c(Cl)c2)n1	15%	-8%	-2%	-2	-18%	4%	9%[0.501 µM]	-7%	0%
COc1cc(/C=N/NC(=O)COc2ccc([N+](=O)[O-])cc2)ccc1OCC(=O)N1CCOCC1	30%[activator]	-1%	-6%	-1	-10%	-4%	-2%	-7%	-10%
Cc1ccc(NC(=O)CN2C(=O)CNC2=O)cc1	17%	-4%	?	-3	-3%	-4%	-4%	-3%	-2%
CN(CC(=O)Nc1nc2ccccc2s1)S(=O)(=O)c1ccccc1	46%[activator]	?	1%	4	0%	6%	12%[59 µM]	-1%	0%
CCn1c(SCC(=O)N2CCN(c3ccccc3)CC2)nc2c(c1=O)SC(C)C2 (centres undefined)	15%	-7%	-27%	-4	-28%	0%	?	-7%	20%
Cc1coc2cc3oc(=O)c(CC(=O)N[C@@H](CC(C)C)C(=O)O)c(C)c3cc12	41%[activator]	-5%	2%	1	3%	7%	6%[2.33 µM]	-9%	2%
Cc1ccccc1OCC(=O)Nc1nnc(S(=O)(=O)N2CCCC2)s1	50%&-22%[activator]	-10%&-23%	3.5µM*!	-8&-2	-10%	-1%&0%	2.2µM*	-6%&-8%	15%&15%
O=C(CCSc1ccccc1)Nc1ccc(S(=O)(=O)Nc2ncccn2)cc1	51%[activator]	-16%	12%	-5	5%[57.1 µM]	-11%	0%	6%	0%
COc1ccc(NC(=O)C2CCCCN2N)cc1OC (centres undefined)	-11%	-4%	9%	6	-18%[11.4 µM]	2%	?	-4%	26%
CCC(=O)Oc1ccc2c(=O)c(-c3ccc4ccccc4n3)c(CC)oc2c1C	15%	-4%	6%	4	-1%	-15%	-1%[59 µM]	10%	0%
Cc1cc(C)n(C(C)CC(=O)NCc2ccc(N(C)C)cc2)n1 (centres undefined)	14%	-2%	-9%	0	-29%	3%	?	2%	29%
COC(=O)C1=C(C)NC(=O)CC1c1ccccc1OC (centres undefined)	19%	0%	8%	-3	5%	7%	/	-2%	3%
CCC(C)Sc1nc2c(c(=O)[nH]c(=O)n2C)n1Cc1ccc(Cl)cc1 (centres undefined)	4%	-12%	6%	-3	-37%	?	?	2%	0%
COc1ccc(COC(=O)c2n[nH]c3ccccc23)cc1F	81%[activator]	1%	-2%	2	-24%[57.1 µM]	?	14%[59 µM]	-3%	3%
C/C(=N\NS(=O)(=O)c1c(C)cc(C)cc1C)c1ccncc1	90%[activator]	-2%	-4%	-4	-4%	-7%	8.9µM*	-13%	-3%
CCCn1c(N)c(C(=O)NS(=O)(=O)c2ccc(C)cc2)c(=O)n(C)c1=O	24%	-5%	-17%	-1	?	-1%	10%	-5%	-11%
CCCCNC(=O)CCCCCn1c(=O)[nH]c2cc(OC)c(OC)cc2c1=O	23%	-11%	-1%	2	1%	-5%	2%[2.33 µM]	-1%	2%
CC(C)[C@H](NC(=O)c1cccc(S(=O)(=O)N2CCOCC2)c1)C(=O)Nc1nccs1	17%	-19%	-12%	3	-17%	-1%	2%	i	4%
CCc1ccccc1NC(=O)COc1cccc2ccc(C)nc12	11%	-2%	7%	1	-6%	0%	-4%[59 µM]	i	5%
CCOC(=O)c1cc(-c2ccccc2)n(Cc2cc(CC)no2)n1	31%[activator]	-7%	6%	4	-19%	-3%	-35%[2.33 µM]	-3%	1%
Cc1cccc(-n2c(O)c(C=Nc3ccc4c(c3)OCO4)c3ccccc3c2=O)n1	28%	-8%	-5%	5	0%	?	-42%	-11%	-10%
COC(=O)c1cn(CC(=O)Nc2ccc(OC)cc2)c2ccccc12	22%	-12%	-3%	3	-10%	-1%	6%	-1%	-11%
O=C(Nc1nncs1)c1ccc(S(=O)(=O)c2ccccc2)cc1	29%	-5%	3%	-3	-21%	0%	-3%[12.7 µM]	3%	4%
Cc1cc(=O)c(C(=O)O)c(C)n1-c1ccccc1	12%	-4%	/	-1	-10%	4%	/	1%	-11%
Cc1cccc(CC(=O)NC2CCN(C)CC2)c1	33%	-10%	27%	-1	5%	9%	/	4%	4%
CC(CNC(=O)c1cc2cc(S(=O)(=O)N3CCCCC3)ccc2n1C)c1ccccc1 (centres undefined)	15%[57 µM]	-18%	1%	0	-21%	?	2%[59 µM]	3%	9%
O=C(NCc1ccccn1)c1cccc(NS(=O)(=O)c2ccc(Br)cc2)c1	42%[activator]	-15%	-4%	0	-18%	1%	45%[12.7 µM]	-9%	3%
CC(C)COC(=O)n1c(=O)oc2ccc(S(=O)(=O)N3CCCCC3)cc21	-6%	-13%	-7%	1	-10%	-2%	/	9%	-13%
CCOC(=O)c1ccc(S(=O)(=O)NNS(=O)(=O)c2ccc(C)cc2)cc1	34%[activator]	-3%	3%	8	-13%	-7%	7%[2.33 µM]	i	14%
Cc1ccc(S(=O)(=O)N2CC(O)C2)cc1	51%[activator]	-2%	-2%	-2	-3%	3%	14%[2.33 µM]	i	2%
Cc1ccc(CSc2nc3cccnc3n2Cc2ccc(C(=O)NC3CCCCC3)cc2)cc1	27%	1%	-2%	-6	-11%	0%	4%[59 µM]	-3%	3%
COCCN(CC(=O)Nc1cccc(C)c1C)C(=O)/C=C/c1ccc2c(c1)OCCO2	/	-4%	/	4	/	/	/	-1%	-3%
CCOCCCNC(=O)C(NC(=O)Cc1cccs1)c1ccc(C)cc1 (centres undefined)	0%	-14%	-6%	-4	-3%	-7%	0%	-6%	-10%
COc1ccc(NC(=O)c2ccc(NC(=O)CSc3nc(N)cc(=O)[nH]3)cc2)cc1	28%	6%	-4%	-8	-11%	11%	2%[12.7 µM]	i	0%
CC(CNC(=O)CCn1ccc2cc(S(=O)(=O)N3CCCC3)ccc21)c1ccccc1 (centres undefined)	25%	-11%	-21%	4	-8%	4%	7%	-7%	-1%
NS(=O)(=O)c1ccc(NC(=O)COC(=O)COc2ccc(Cl)cc2)cc1	7%	1%	-15%	-3	-11%	1%	-6%	0%	14%
CCOC(=O)N(C)C[C@H]1OCc2cnnn2CCCC(=O)N([C@@H](C)CO)C[C@H]1C	/	-18%	/	-5	/	/	/	-2%	-6%
CCOC(=O)CSc1nc2ccccc2c(=O)n1CC	31%	-9%	-4%	0	12%	1%	-1%[59 µM]	4%	11%
CCn1c(C)c(C(C)=O)c(N2CCN(c3ccccc3)CC2)nc1=S	28%	-19%	-25%	3	-4%	?	-39%[59 µM]	-12%	4%
COc1nc2ccccc2nc1N1CCN(c2ccc(F)cc2)CC1	82%[activator]	-9%	51%[activator]	0	54%[activator]	2%	68%[activator]	8%	2%
CN(C)S(=O)(=O)c1ccc(C(=O)OCCc2ccccc2)cc1	26%	-9%	6%	-4	15%	1%	-4%	-8%	-1%
Cn1cc([N+](=O)[O-])c(C(=O)N/N=C\c2c[nH]c3ccccc23)n1	37%	-11%	-21%	-1	3%	-3%	-51%	-7%	0%

Going on with the list.
SMILES	HP1b chromo inh	Pol eta inh	BAZ2B inh	PI4K2A inh	JMJD2A Tudor	Pin1 inhibitor	G9a block	Tb PGK inh	GLS inhibitor
O=C(NCCN1CCCCC1)c1cc(Cl)ccc1Cl	11%	-1%	12%	10	-17%	-2%	/	-2%	19%
CCOc1ccc(-c2nnn(CC(=O)N3CCCC3)n2)cc1OCC	30%	3%	-1%	1	-17%	-9%	?	-10%	-4%
O=C(c1cc(-c2cccs2)nn1-c1ccccc1)N1CCN(S(=O)(=O)c2ccccc2)CC1	14%	-19%	-7%	1	-24%	33%[activator]	?	i	-4%
CC(=O)N1CCCc2cc(S(=O)(=O)NCc3ccc(C)cc3)ccc21	23%	-14%	11%	6	-13%	0%	?	-3%	4%
Cc1ccc(OCc2nnc(SCC(=O)Nc3ccc(N4CCOCC4)cc3)o2)cc1	25%	-23%	-17%	-2	-12%	-4%	-11%	3%	-2%
O=C(NCCCN1CCOCC1)c1ccc(Sc2ccccc2Cl)c([N+](=O)[O-])c1	-4%	-24%	-39%	-3	?	-1%	?	2%	7%
